# esBAF inh – blocks esBAF chromatin remodeling in mouse ES cells; Bmi1-luciferase knock-in reporter, 24 h; 100% = twice the neutral-well signal; reporter increase, % at 12.5 µM; hit rate 2% among 350,000; AID 602393; in the data active = activation above about 40%; inconclusive = no clear call, values can overlap the other calls;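 also: 0% = median of the plate's neutral control wells and 100% = double that signal; a rise in the Bmi1 reporter signal indicates esBAF inhibition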
# ERp5 block – blocks human ERp5 reductase activity on insulin; Q15084; hit rate 0.05% among 350,000; inhibition, % at 9.99 µM; ERp5 insulin aggregation, absorbance 650 nm, 90 min;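 active = mean replicate inhibition above about 25%, with every replicate also reaching it, limit read from the data, passing the limit was not always enough; inconclusive = only one of those two criteria met; inactive = neither criterion met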
# Target sequence (Q15084 whole entry, looked up): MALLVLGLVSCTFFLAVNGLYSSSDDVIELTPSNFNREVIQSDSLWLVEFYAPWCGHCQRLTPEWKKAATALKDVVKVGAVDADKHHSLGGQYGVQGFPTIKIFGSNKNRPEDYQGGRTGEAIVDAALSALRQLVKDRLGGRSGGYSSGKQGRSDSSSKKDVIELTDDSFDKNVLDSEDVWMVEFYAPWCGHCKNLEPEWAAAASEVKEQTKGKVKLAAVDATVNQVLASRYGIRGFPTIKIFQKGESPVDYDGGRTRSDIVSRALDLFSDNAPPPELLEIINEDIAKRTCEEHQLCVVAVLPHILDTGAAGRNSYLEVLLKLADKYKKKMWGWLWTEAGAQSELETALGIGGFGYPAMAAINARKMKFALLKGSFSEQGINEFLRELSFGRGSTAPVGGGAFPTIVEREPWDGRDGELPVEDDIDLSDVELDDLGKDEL
# RAD52 inh – blocks human RAD52 DNA annealing. recombinant RAD52 DNA annealing, FRET fluorescence. inhibition, % at 18.7 µM. hit rate 0.46% among 360,000. P43351;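 active = every replicate showing at least 50% inhibition; inconclusive = mean inhibition at least 50% but not in every replicate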
# E-sel inducer – induces E-selectin expression in human endothelial cells. P16581. hit rate 0.37% among 260,000. activation, % at 7.58 µM. HUVEC E-selectin immunofluorescence imaging; normalized: neutral wells 0, TNF-alpha wells 100. AID 686992;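 active = mean E-selectin-positive cell signal at least 10% of the positive control, reached in at least 60% of replicates, without over 20% cell loss; inconclusive = no rule given, readout overlaps actives, possibly toxicity-flagged; inactive = the rest, including those meeting only one limit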;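 also: in these data hits start at about 27%; measured in HUVEC primary endothelial cells; signal is the percent of cells scored E-selectin positive by PE staining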
# Target sequence (P16581 whole entry, looked up): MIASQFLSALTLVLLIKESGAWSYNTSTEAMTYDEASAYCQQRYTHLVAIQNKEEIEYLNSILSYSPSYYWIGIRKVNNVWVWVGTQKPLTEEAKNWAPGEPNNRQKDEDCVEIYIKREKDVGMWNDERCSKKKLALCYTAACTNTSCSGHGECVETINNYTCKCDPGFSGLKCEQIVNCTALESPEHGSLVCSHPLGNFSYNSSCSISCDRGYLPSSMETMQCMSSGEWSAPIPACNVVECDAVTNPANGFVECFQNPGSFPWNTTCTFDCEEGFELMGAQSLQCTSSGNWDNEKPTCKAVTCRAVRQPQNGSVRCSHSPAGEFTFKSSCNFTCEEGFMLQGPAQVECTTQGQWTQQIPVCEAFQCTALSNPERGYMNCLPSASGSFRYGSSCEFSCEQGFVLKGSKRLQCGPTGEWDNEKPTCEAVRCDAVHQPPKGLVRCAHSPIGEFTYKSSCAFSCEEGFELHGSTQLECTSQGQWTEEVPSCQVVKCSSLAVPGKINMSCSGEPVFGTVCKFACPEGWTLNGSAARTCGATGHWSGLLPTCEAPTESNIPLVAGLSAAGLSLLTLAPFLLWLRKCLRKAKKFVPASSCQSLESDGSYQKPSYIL
#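 Read-out basis: % PE-positive cells; Test system: HUVEC primary endothelial cells; Technique: immunofluorescence imaging; Dosing: single-point compound dose.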
# ARNT-TACC3 inh – ARNT/TACC3 interaction disruption; Q9Y6A5; inhibition, % at 9.99 µM; AID 623870; hit rate 0.66% among 390,000; AlphaScreen His-ARNT PAS-B/GST-TACC3 binding, luminescence; TACC3 fragment carries E629A point mutation;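 active = mean inhibition of replicates at least 50% and at least half of replicates each reaching 50%; inconclusive = half or more replicates reach 50% but mean below 50%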;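 also: 0% = complete ARNT plus TACC3 wells and 100% = ARNT alone without TACC3; many hits fall short of the cut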
# RAD54 inh – inhibitors of human RAD54 branch migration. RAD54 Holliday junction branch migration, FAM/BHQ fluorescence. inhibition, % at 10.4 µM. hit rate 0.14% among 360,000;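 active = mean normalized replicate activity at least 40 and at least half of replicates scoring 40 or more; inconclusive = only one of the two criteria met; inactive = mean below 40 and under half of replicates reaching 40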;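 also: 0% = median of neutral control wells and 100% = median of positive control wells; inhibitors cause a drop in the FAM fluorescence signal; in these data hits start at about 50%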
# CASP6 VEID inh – caspase-6 (human) enzyme inhibition; P55212; purified caspase-6, Z-VEID-R110 cleavage fluorescence; inhibition, % at 12.5 µM; hit rate 0.53% among 350,000;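 active = mean inhibition across replicates at least about 35%, with every replicate also reaching that limit, limit read from the data; inconclusive = only one of the two criteria met; inactive = neither criterion met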;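 also: 0% = median of neutral control wells and 100% = no fluorescence left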
# PglD inh – blocks C. jejuni PglD acetyltransferase activity. purified PglD enzyme, DTNB colorimetric CoA detection. inhibition, % at 12.5 µM. hit rate 0.098% among 360,000. AID 602405; in the data active = inhibition above about 16%, passing the limit was not always enough; inconclusive = no clear call, values can overlap the other calls; also: strong numbers were not always called active
# Numbers without * were called inactive; ? = inconclusive; / = no result given; & = joins results of further samples.
no.	Compound	esBAF inh	ERp5 block	RAD52 inh	E-sel inducer	ARNT-TACC3 inh	RAD54 inh	CASP6 VEID inh	PglD inh
1	O=C(Cn1ccc(NC(=O)OCc2ccccc2)nc1=O)NCCCN1CCCC1=O	-4.8	-3.7	-4.1	0.0	0.0	3.6	-3.3	0.3
2	O=C(O)C1CSC(c2ccco2)N1 (centres undefined)	-4.4	9.1	-35.9	-2.3	12.1	-0.9	85.8*	8.4
3	C[C@@H]1CN([C@@H](C)CO)S(=O)(=O)c2ccc(-c3ccncc3)cc2O[C@H]1CN(C)Cc1cccnc1	1.3	1.8	11.8	0.2	-0.3	3.7	0.1	-0.6
4	Cc1cccc(NC(=O)CCN2CCN(C)CC2)c1	-2.2	-0.1	-4.4	0.0	-5.7	-9.1	-10.6	-8.1
5	CCCC(=O)Nc1ccc2c(c1)C(=O)N(C)[C@@H]1CC[C@H](CC(=O)NCC(F)(F)F)O[C@@H]1CO2	-1.2	/	/	0.2	/	6.6	/	1.0
6	CCCNC(=O)Nc1ccc2c(c1)OC[C@H](C)N(CCC)C[C@H](C)[C@@H](OC)CN(C)C2=O	1.1	2.3	16.6	0.0	-4.5	-6.7	-0.5	-1.0
7	CC1(C)CC(=O)C2=C(C1)N(c1ncn[nH]1)C(N)=C(C#N)C2c1ccccc1 (centres undefined)	/	8.1	-11.2	0.1	11.7	/	-2.7	/
8	O=C(C[C@H]1C=C[C@H](NC(=O)CC2CC2)[C@H](CO)O1)NCc1ccc(-c2ccccc2)cc1	1.6	-2.6	-16.2	-0.5	-4.8	-7.1	1.7	0.8
9	CSc1ncccc1C(=O)NCC12CC3CC(CC(C3)C1)C2	/	4.7	-8.3	/	-4.5	/	-1.2	/
10	CCC(CC)C(=O)Nc1cccc(C(=O)NCCc2ccccc2)c1	/	2.0	-1.9	1.4	3.9	/	6.6	/
11	COc1ccccc1-c1ccccc1[C@H]1[C@@H](C#N)N(C(=O)CN(C)C)[C@H]1CO	/	-6.4	5.8	0.1	/	/	1.0	/
12	CCOC(=O)CCC(=O)Nc1ncnc2c1C(c1ccccc1)c1c(ccc3ccccc13)O2 (centres undefined)	0.7	1.2	-129.6	/	-5.7	3.3	-0.1	5.9
13	O=C(Nc1ccc(Br)cc1)C1CCCC1	-7.9	2.3	-13.7	/	-11.3	-10.5	0.0	-11.1
14	O=C(Nc1ccc(Cl)c(Cl)c1)N1CCCCCC1	/	3.3	-6.4	/	-5.6	18.1	-2.3	-2.7
15	COc1ccc(OC)c(CN2C(=O)CN(S(C)(=O)=O)CC2(C)C(=O)Nc2c(C)cccc2C)c1 (centres undefined)	/	-2.9	-7.0	-0.8	/	/	2.1	/
16	COc1cc(CCC(=O)OCC(=O)N(CCC#N)c2ccccc2)cc(OC)c1OC	1.6	4.6	-20.3	/	-3.3	-11.1	-3.8	-3.6
17	COc1cc(/C=C2/SC(=S)N(Cc3ccccc3)C2=O)cc(OC)c1O	-7.0	0.3	-49.0	/	-20.0	-9.3	0.3	0.1
18	COc1ccccc1NC(=O)Cc1noc(CSc2cc(C)c3ccccc3n2)n1	-7.0	/	/	-0.9	-6.3	-9.4	/	5.4
19	COC(=O)c1nn(-c2ccccc2)c(Cl)c1/C=N/O	-5.9	-4.7	-2.2	-0.1	6.4	-16.2	2.9	8.9
20	COC(=O)c1ccc(S(=O)(=O)N(C2CCCCC2)C2CCCCC2)n1C	/	-2.6	-6.8	0.4	-2.5	/	-3.7	/
21	COc1cccc(CN2CCCCN3[C@@H](CO)[C@@H](c4ccc(C#Cc5cccnc5)cc4)[C@@H]3C2)c1	-6.3	-3.1	18.5	0.4	2.3	8.8	-2.0	19.0
22	COCC(=O)Nc1ccc2c(c1)OC[C@@H](C)N(C(=O)Cc1cccnc1)C[C@@H](C)[C@H](OC)CN(C)C2=O	-7.8	1.5	-13.4	/	0.8	-7.9	-0.4	-1.3
23	CCc1nccn1S(=O)(=O)c1ccc(OC)c(C)c1C	-0.6	/	/	/	-3.4	5.8	/	5.0
24	CCCCSc1cc(=O)[nH]c(N)n1	-10.6	1.3	-0.7	-0.3	/	5.0	-0.4	-2.5
25	O=C(CNC(=S)N(Cc1ccccc1F)C1CCCCC1)NC1CC1	-9.7	/	/	/	-10.2	5.4	/	3.1
26	CCOC(=O)C1CCC(C(=O)OCC)N1c1ccc(C=O)cc1 (centres undefined)	/	-5.4	-10.1	0.1	/	-1.2	2.9	3.3
27	CCOC(=O)c1ccc(NC(=O)CSc2ccc(-c3ccccn3)nn2)cc1	-5.4	3.5	-26.2	-0.1	22.0	-10.3	-3.2	1.7
28	COC(=O)c1ccc2nc(Nc3nc4c(F)cc(F)cc4s3)sc2c1	/	-0.9	-8.6	/	-2.7	/	0.2	/
29	CCOc1ccc(NC(=O)CN(C)C(=O)c2cccc(S(=O)(=O)N3CCCC3)c2)cc1OCC	-1.6	1.7	-1.0	0.3	2.9	3.0	4.2	4.2
30	O=C(O)c1ccc(Oc2ccc(C(F)(F)F)cn2)cc1	/	4.2	-11.4	0.4	/	/	-3.0	/
31	C[C@@H]1CN([C@H](C)CO)C(=O)c2cc(NC(=O)CCC(F)(F)F)ccc2O[C@@H]1CN(C)Cc1ccc(C(F)(F)F)cc1	-3.1	-0.4	5.1	52.2*	36.9	-15.0	1.4	-2.2
32	CN(C)c1cccc(CNC(=O)c2ccc3nc([C@H]4C[C@H](O)[C@@H](CO)O4)[nH]c3c2)c1	-0.2	1.7	-5.9	-0.2	/	-5.1	-4.8	-1.8
33	O=C(NCC(=O)N1CCN(c2ccccc2)CC1)c1ccc(Cl)cc1	5.3	5.8	-12.6	-0.1	-12.4	-3.7	-1.5	-10.7
34	C=CCSc1nc(N)c2c3c(sc2n1)CN(C)CC3	14.1	2.2	12.3	-0.1	3.4	10.4	-16.1	-6.4
35	COc1ccc(C)cc1S(=O)(=O)N(CC(=O)O)c1ccc(F)cc1	-4.8	/	/	/	-3.5	-2.9	/	-1.2
36	COc1ccc(C#Cc2ccc3c(c2)O[C@@H](CN(C)S(=O)(=O)c2ccccc2F)[C@@H](C)CN([C@H](C)CO)S3(=O)=O)cc1	8.1	-0.8	-56.5	0.3	13.0	-19.8	6.0	0.9
37	CC(C)C(N)c1csc(Nc2ccc(C(F)(F)F)cn2)n1 (centres undefined)	17.4	5.6	-16.3	0.7	/	12.0	/	-5.9
38	COc1cc(NC(=O)CN2CCN(S(=O)(=O)c3ccc(C(C)C)cc3)CC2)cc(OC)c1	6.8	/	/	/	-0.5	-0.1	/	5.4
39	COc1ccc(CN(C)C[C@H]2Oc3ccc(NC(=O)Cc4ccccc4)cc3C(=O)N([C@H](C)CO)C[C@@H]2C)cc1	-3.6	2.7	10.4	-0.2	-2.7	8.5	-3.0	-3.8
40	COc1cccc(CC2(CO)CCN(Cc3cn(C)nc3C)CC2)c1	7.0	-4.2	-21.6	2.0	-48.9	5.7	0.2	5.9
41	Cc1ccc(NC(=S)NC(=O)C2CCC2)cc1C	84.0*	1.8	-0.9	-0.8	/	4.5	-2.3	0.9
42	COC(=O)C[C@H]1CC[C@H]2[C@@H](COC[C@H](O)CN2C(=O)Nc2ccccc2OC)O1	0.1	-7.2	-9.1	-0.1	4.1	3.2	-3.8	-0.4
43	C/C(=N\NC(=O)c1cccnc1)c1ccc(C)c([N+](=O)[O-])c1	/	-0.7	-3.2	/	3.4	/	1.4	/
44	COc1ccc(Cl)cc1NC(=O)C1CSC(c2ccncc2)=N1 (centres undefined)	-4.7	0.0	-5.0	-0.2	0.6	4.2	-1.2	-4.3
45	O=C(O)CN1C(=O)COc2cc(S(=O)(=O)N3CCCC3)ccc21	-2.3	2.9	-7.2	-0.1	-1.6	-8.4	3.9	-9.9

# Limited to ERp5 block, esBAF inh and RAD52 inh, for some of the entries so far:
nr | Structure | ERp5 block | esBAF inh | RAD52 inh
33 | O=C(NCC(=O)N1CCN(c2ccccc2)CC1)c1ccc(Cl)cc1 | 5.8 | 5.3 | -12.6
35 | COc1ccc(C)cc1S(=O)(=O)N(CC(=O)O)c1ccc(F)cc1 | / | -4.8 | /
43 | C/C(=N\NC(=O)c1cccnc1)c1ccc(C)c([N+](=O)[O-])c1 | -0.7 | / | -3.2

# Additional entries follow:
no.	Compound	esBAF inh	ERp5 block	RAD52 inh	E-sel inducer	ARNT-TACC3 inh	RAD54 inh	CASP6 VEID inh	PglD inh
46	CCC(C)NC(=O)C1CC(=O)N(CCc2ccc(F)cc2)C1 (centres undefined)	-9.0	1.2	-0.2	0.1	-14.6	9.3	3.8	-1.2
47	CC(=O)Nc1ccc(NC(=O)Cn2cc3c(n2)CCCC3)cc1	1.4	/	/	/	0.4	1.6	/	-0.3
48	CCOc1ccc(CCNC(=O)COC(=O)Cc2ccc(OC)c(OC)c2)cc1OCC	/	5.5	-6.7	-1.7	-4.3	/	3.2	/
49	NC1=NC(c2ccc(Br)cc2)n2c(nc3ccccc32)N1 (centres undefined)	-3.7	-5.9	9.3	-0.1	10.4&-2.2	-10.7	4.0	-4.3
50	COc1c(CC=C(C)C)cc(C2CC(=O)c3c(O)cc(O)cc3O2)cc1CC=C(C)C (centres undefined)	-12.3	-5.7	-20.7	/	-6.9	-8.2	-1.1	3.0
51	COc1ccc(C2CC(=O)Oc3c(C(CCN4CCCCC4)c4ccc(N(C)C)cc4)c(OC)cc(OC)c32)cc1 (centres undefined)	8.2	-2.0	18.7	/	39.2*	4.3	-1.6	8.0
52	Cc1cccc(OCC(=O)NCC(=O)N=Nc2c(O)[nH]c3ccc([N+](=O)[O-])cc23)c1	1.9	4.2	-9.6	1.1	-0.4	4.1	2.9	-2.9
53	COc1ccccc1CN(Cc1ccco1)S(=O)(=O)c1ccc(-n2cnnn2)c(OC)c1	0.5	1.5	-12.3	/	1.3	-22.2	-1.8	5.5
54	COc1ccccc1N(CC(=O)NCCc1ccccc1)C(=O)CCC(=O)Nc1nccs1	-2.0	2.9	-3.9	0.1	-3.8	8.5	-0.4	1.7
55	O=C1C2=C(c3ccccc31)[N+](=O)[C@@H]1CCCC[C@@H]1N2[O-]	2.3	-5.7	-15.5	/	13.3	-5.8	63.4*	-3.1
56	COCCN(C(=O)Cc1cccs1)C(C(=O)NCc1ccc(OC)cc1)c1ccc(C(C)C)cc1 (centres undefined)	4.2	/	/	/	-1.8	2.7	/	-0.8
57	CC(C)CN1CC(C(=O)O)CC1=O (centres undefined)	1.5	?	-5.1	/	-10.7	6.5	5.9	-2.8
58	COC(=O)/C=C1/S/C(=N/NC(=O)c2ccccc2C)NC1=O	6.6	/	/	/	-5.2	-4.4	/	-6.0
59	COc1ccc(CCN2C(=O)CC(Nc3ccc(N4CCOCC4)cc3)C2=O)cc1OC (centres undefined)	2.0	/	/	/	23.0	-5.5	/	-3.3
60	CC(C)(C)Nc1nc(Nc2ccc([N+](=O)[O-])cc2)nc(NC(C)(C)C)n1	1.4	3.4	-6.3	/	-5.0	0.9	-3.0	-3.2
61	Cc1ccc(NC(=O)CCc2ccc(C)o2)c(Br)c1	29.5	-0.1	-23.8	/	-1.8	5.1	-0.1	-5.4
62	Cc1ccc(-c2ccc3c(c2)O[C@@H](CN(C)C)[C@H](C)CN([C@@H](C)CO)S3(=O)=O)cc1	-0.5	3.4	8.5	-0.7	-4.7	-14.6	-2.9	4.9
63	CO[C@@H]1CN(C)C(=O)c2cc(NC(=O)NC3CCCCC3)ccc2OC[C@@H](C)N(CC2CC2)C[C@H]1C	3.0	0.8	4.4	0.0	-3.2	0.2	-0.2	1.1

# Bioassay records from PubChem BioAssay.
